# TbPYK inhibitor: qHTS of Trypanosoma Brucei Inhibitors. pyruvate kinase (Trypanosoma brucei), Q57TT1. TbPYK enzyme, Kinase-Glo Plus ATP luminescence, 45 min. Potency, µM (top dose mostly 76.8 µM), without a hit: at the highest dose activity, negative = inhibition, most hits filed as inhibitors. hit rate 0.12% among 410,000. AID 624173, 2012; further: potency means the concentration at half of the fitted maximal effect; nearly all actives have a fitted effect of over 50% in size
#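 Luminescence from Kinase-Glo Plus, added after a 45-minute room-temperature reaction, served as the end-point read-out. The enzyme and substrate were preincubated with compound before ADP (130 uM final) initiated turnover. Concentration-effect curves came from normalized qHTS data.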
# LmPK inh: qHTS Assay for Inhibitors of Leishmania Mexicana Pyruvate Kinase (LmPK). Q27686. purified LmPK, Kinase-Glo ATP luminescence, 1 h. Potency, µM (doses to about 57.5 µM), for inactives: at the highest dose activity change, negative = inhibition, actives largely listed as inhibitors. hit rate 0.37% among 290,000. AID 1721, 2009; further: potency means the concentration at half of the fitted maximal effect
# Target sequence (Q27686 whole entry, looked up): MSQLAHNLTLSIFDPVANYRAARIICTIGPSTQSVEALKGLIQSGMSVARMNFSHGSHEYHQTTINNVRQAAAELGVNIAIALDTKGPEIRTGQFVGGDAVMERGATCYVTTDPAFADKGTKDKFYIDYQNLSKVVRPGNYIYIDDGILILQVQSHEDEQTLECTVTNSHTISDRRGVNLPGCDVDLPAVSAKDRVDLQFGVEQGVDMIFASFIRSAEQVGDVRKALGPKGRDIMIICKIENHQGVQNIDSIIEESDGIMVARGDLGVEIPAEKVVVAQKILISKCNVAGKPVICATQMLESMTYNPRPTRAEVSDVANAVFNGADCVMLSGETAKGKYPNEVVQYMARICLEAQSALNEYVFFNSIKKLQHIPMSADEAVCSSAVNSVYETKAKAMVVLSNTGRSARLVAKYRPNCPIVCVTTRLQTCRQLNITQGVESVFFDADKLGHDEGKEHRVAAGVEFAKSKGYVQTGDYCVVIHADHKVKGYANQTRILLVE
#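 Purified LmPK (0.1 nM) converted ADP (0.1 mM) to ATP with PEP (0.5 mM) in imidazole buffer pH 7.2 with KCl and MgCl2, 1 h at room temperature. ATP was read by Kinase-Glo luminescence; data normalized to uninhibited and no-enzyme controls.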
# Sm TGR inh: qHTS Assay for the Inhibitors of Schistosoma Mansoni Peroxiredoxins; Schistosoma mansoni thioredoxin glutathione reductase (TGR), Q962Y6; purified TGR, DTNB reduction, TNB absorbance 405 nm; Potency, µM (doses to about 114 µM), for the others: at the highest dose activity change, negative = inhibition, actives largely listed as inhibitors; hit rate 3% among 360,000; further: potency means the concentration at half of the fitted maximal effect; nearly all actives have a fitted effect of over 60% in size
#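 TGR 20 nM + NADPH 100 uM (dispensed conc.), cpd preinc 15 min RT; start with NADPH (500 uM addition) then DTNB (15 mM addition). Kinetic TNB absorbance, 405 nm filter. Four-parameter Hill fit across titration.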
# AmpC no deterg: qHTS Inhibitors of AmpC Beta-Lactamase (assay without detergent); AmpC nitrocefin hydrolysis, absorbance 480 nm, 0.0001% Triton; Potency, µM (series often up to 57.1 µM), for inactives: at the highest dose activity change, negative = inhibition, hits mostly inhibitors; hit rate 0.52% among 330,000;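 further: potency means the concentration at half of the fitted maximal effect; plate controls were no compound for no effect and no enzyme for full effect; nearly all actives have a fitted effect of over 20% in size; some results filed as inactive show a strong effect at the top dose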
# Target sequence (P00811 whole entry, looked up): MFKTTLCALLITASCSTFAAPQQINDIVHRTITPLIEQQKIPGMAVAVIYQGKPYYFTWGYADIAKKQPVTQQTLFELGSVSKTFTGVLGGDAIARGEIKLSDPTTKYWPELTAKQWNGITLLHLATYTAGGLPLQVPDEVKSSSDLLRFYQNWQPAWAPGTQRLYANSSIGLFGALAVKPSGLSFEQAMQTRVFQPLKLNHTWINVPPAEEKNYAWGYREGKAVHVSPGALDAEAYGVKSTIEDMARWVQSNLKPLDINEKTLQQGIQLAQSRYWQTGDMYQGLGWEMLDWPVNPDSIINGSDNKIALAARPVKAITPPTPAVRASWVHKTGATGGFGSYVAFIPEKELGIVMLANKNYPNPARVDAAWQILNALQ
#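 AmpC (5.3 nM in the dispensed reagent) in 20 mM phosphate pH 7.0 with 0.01% (detergent screen) or 0.0001% Triton X-100 was preincubated with compounds for 15 min at room temperature. Nitrocefin was then added from an 800 uM solution, and hydrolysis was followed at 480 nm.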
# AMA1 RON2 block: qHTS for Inhibitors of AMA1-RON; Towards Development of Antimalarial Drug Lead: Primary Screen | AlphaScreen AMA1-biotinylated RON2 peptide binding | Potency, µM (highest dose often 58.2 µM), without a hit: at the highest dose activity change, negative = inhibition, usual class: inhibitors | hit rate 0.2% among 360,000 | Plasmodium falciparum AMA1 (3D7) - RON2 peptide interaction | AID 720542, 2013;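 further: potency means the concentration at half of the fitted maximal effect; 0% = vehicle wells and -100% = peptide control; nearly all actives have a fitted effect of over 45% in size; some results filed as inactive show a strong effect at the top dose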
#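 AMA1 (3D7) with his tag at 25 nM final met compounds first, then biotinylated RON2 peptide at 25 nM; detection used donor plus acceptor beads, 10 µg/mL apiece, read by AlphaScreen after 30 min at room temperature.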
# HCMV inh: qHTS Assay for inhibitors of the human cytomegalovirus (HCMV); hit rate 4.5% among 410,000; HFF cells, HCMV-luciferase reporter, 72 h; stronger effect = lower value; activity change, negative = inhibition, % at 57.5 µM; in the data active means activity change below about -60%; inconclusive means no clear call, values can overlap the other calls; inactive means above about -39%
#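 Luciferase read-out from HCMV-luciferase-infected HFFs (MOI 1 PFU/cell) 72 h post infection at 37C; compounds added after 16 h cell attachment; activity normalized between buffer-only basal and Salinomycin (10uM) inhibitor controls.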
# AmpC detergent: qHTS Inhibitors of AmpC Beta-Lactamase (assay with detergent); hit rate 0.041% among 370,000; P00811; AmpC hydrolysis of nitrocefin, absorbance 480 nm, 0.01% Triton; Potency, µM (top dose mostly 114 µM), for inactives: at the top dose activity change, negative = inhibition, usual class: inhibitors;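 further: potency means the concentration at half of the fitted maximal effect; 0% = no-compound wells and -100% = no-enzyme wells; nearly all actives have a fitted effect of over 25% in size; some results filed as inactive show a strong effect at the top dose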
#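 20 mM phosphate pH 7.0 + 0.01% (detergent screen) or 0.0001% Triton X-100; 5.3 nM AmpC reagent; cpd preinc 15 min RT; nitrocefin (800 uM stock) to start; A480 q20 s × 4 min; Activity was normalised to no-enzyme and no-compound control wells.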
# The depositor's hits bear a star; ? = inconclusive; / = not tested or not shown; & = joins results of further samples; [ ] = another dose, or the depositor's remark. Unless noted, the call rests on the fitted dose curve; in most records, active means well fitted curve in the direction sought with a large enough effect; inconclusive means small, poorly fitted or top-dose-only effect, or another doubt; inactive means no such curve, though single readings can be large; an effect the other way counts as inactive or inconclusive. Unless noted, on the % scale 0 is the no-effect control and ±100 the full control effect.
# Codes – A = TbPYK inhibitor; B = LmPK inh; C = Sm TGR inh; D = AmpC no deterg; E = AMA1 RON2 block; F = HCMV inh; G = AmpC detergent
1) COc1ccc(-c2nnc(OCc3nc4ccccc4n3C)c3ccccc23)cc1
  A = -22%; B = 3%; C = -4%; D = 13%; E = -11%; F = 3; G = -3%
2) CCOC(=O)CN1C(=O)S/C(=C/c2ccc(O)c([N+](=O)[O-])c2)C1=O
  A = 7%; B = -1%; C = -3%; D = -25%; E = -18%; F = ?; G = -15%
3) COCCNc1ccc(N2C(=O)CCCC2=O)cc1[N+](=O)[O-]
  A = 2%; B = -1%; C = -2%; D = -11%; E = 4%; F = ?; G = -1%
4) COc1cccc(NC(=O)CN(C)S(=O)(=O)c2ccc3c(c2)NC(=O)CS3)c1
  A = -9%; B = 2%; C = -1%; D = -30%; E = 0%; F = 16; G = -9%
5) C/C(=N\NC(=O)C1COc2ccccc2O1)c1cc2ccccc2o1 (stereo not given)
  A = -1%; B = 1%; C = -5%; D = -43%; E = 40%[activator]; F = ?; G = 1%
6) CCOC(=O)C1=C[C@]2(CC)CCCN3CCc4c(n1c1ccccc41)[C@@H]32
  A = 0%&1%; B = 4%; C = ?; D = 6%; E = -4%; F = -34; G = 1%
7) Cc1cc(C)cc(NC(=O)CCCc2nc(-c3ccccc3Cl)no2)c1
  A = -4%; B = /; C = 6%; D = /; E = /; F = -11; G = 19%
8) c1ccc(-n2ncc3c(N4CCCCC4)ncnc32)cc1
  A = -5%; B = -25%; C = 3%; D = -10%; E = 4%; F = -37; G = 4%
9) O=C(N1CCCCC1)N1CCN(S(=O)(=O)c2cccc([N+](=O)[O-])c2)CC1
  A = 6%; B = 7%; C = -2%; D = 1%; E = 0%; F = 6; G = 1%
10) CCn1c2ccccc2c2nnc(SCC(=O)Nc3ncccn3)nc21
  A = 4%; B = -8%; C = 9%; D = -13%; E = 5%; F = -29; G = ?
11) COc1cc(Cl)c(C)cc1NC(=O)COC(=O)c1ccc(CN2CCCC2=O)cc1
  A = -1%; B = /; C = 1%; D = 46%; E = -2%; F = 84; G = -20%
12) O=C(Cn1ncc2c(=O)oc3ccccc3c21)Nc1nc2ccccc2s1
  A = /; B = -2%; C = 1%; D = -10%; E = /; F = /; G = -2%
13) CCOC(=O)C1C(=O)CC(C)(O)C(C(=O)OCC)C1c1ccc(OC)cc1 (stereo not given)
  A = 2%; B = 2%; C = 0%; D = /; E = -8%; F = -21; G = -5%
14) Cc1c(Cl)cccc1NC(=O)CSc1ccc(-c2cccnc2)nn1
  A = 2%; B = 0%; C = 6%; D = -12%; E = -5%; F = -12; G = 4%
15) Nc1c(C(=O)N2CCOCC2)sc2nc3c(cc12)CCCC3
  A = ?; B = ?; C = 3%; D = -4%; E = 7%; F = ?; G = 4%
16) O=C(CSC1=NS(=O)(=O)c2cc(F)ccc2N1)NCc1ccc(F)cc1
  A = -1%; B = /; C = -5%; D = -8%; E = -4%; F = -13; G = ?
17) COc1ccc(CCNc2cc(N3CCN(C(=O)c4ccc(C)cc4)CC3)ccc2[N+](=O)[O-])cc1OC
  A = /; B = 3%; C = -9%; D = -33%; E = /; F = /; G = -15%
18) CC1C(=O)Nc2ccccc2N1C(=O)c1cccc(C(F)(F)F)c1 (stereo not given)
  A = 7%; B = 11%; C = -2%; D = -7%; E = 7%; F = 32; G = -7%
19) Cc1ccc(-c2csc(NC(=O)c3cnccn3)n2)cc1C
  A = 6%; B = 3%; C = 3%; D = -21%; E = 47%[activator]; F = -38; G = 1%
20) CCn1c(SCc2ccc(C(=O)OC)o2)nnc1-c1c[nH]c2ccccc12
  A = -6%; B = 9%; C = -13%; D = -29%; E = -6%; F = 9; G = -14%
21) COC(=O)c1ccccc1OC(=O)c1cc[n+]([O-])cc1
  A = -6%; B = -1%; C = /; D = -6%; E = 1%; F = ?; G = 8%
22) Cc1ccc2c(c1)N(CC(=O)Nc1c(C)cccc1C)C(=O)c1cccnc1O2
  A = -3%; B = -5%; C = -2%; D = 2%; E = 8%; F = -26; G = -7%
23) CC[C@@]12C(=O)N(c3ccc(OC)cc3)C(=O)N1[C@H](c1cccc(C)c1)[C@@H]1C(=O)N(Cc3ccccc3)C(=O)[C@@H]12
  A = -5%; B = 0%; C = 6%; D = 116%[activator]; E = -10%; F = /; G = 0%
24) CCN1CCN(CC(=O)N2c3ccccc3CC2C)CC1 (stereo not given)
  A = -11%; B = -6%; C = -24%; D = -24%; E = ?; F = 13; G = -15%
25) CCC(Sc1ncccn1)C(=O)Nc1cc(C)on1 (stereo not given)
  A = 1%; B = -3%; C = -8%; D = -8%; E = -4%; F = 3; G = -7%

# Single records (already shown):
# c1ccc(-n2ncc3c(N4CCCCC4)ncnc32)cc1 reads TbPYK inhibitor: -5%; LmPK inh: -25%; Sm TGR inh: 3%; AmpC no deterg: -10%; AMA1 RON2 block: 4%; HCMV inh: -37; AmpC detergent: 4%
# Cc1ccc2c(c1)N(CC(=O)Nc1c(C)cccc1C)C(=O)c1cccnc1O2 reads TbPYK inhibitor: -3%; LmPK inh: -5%; Sm TGR inh: -2%; AmpC no deterg: 2%; AMA1 RON2 block: 8%; HCMV inh: -26; AmpC detergent: -7%

# Shown with tabs: 5 of the compounds above.
no.	molecule	TbPYK inhibitor	LmPK inh	Sm TGR inh	AmpC no deterg	AMA1 RON2 block	HCMV inh	AmpC detergent
16	O=C(CSC1=NS(=O)(=O)c2cc(F)ccc2N1)NCc1ccc(F)cc1	-1%	/	-5%	-8%	-4%	-13	?
17	COc1ccc(CCNc2cc(N3CCN(C(=O)c4ccc(C)cc4)CC3)ccc2[N+](=O)[O-])cc1OC	/	3%	-9%	-33%	/	/	-15%
18	CC1C(=O)Nc2ccccc2N1C(=O)c1cccc(C(F)(F)F)c1 (stereo not given)	7%	11%	-2%	-7%	7%	32	-7%
19	Cc1ccc(-c2csc(NC(=O)c3cnccn3)n2)cc1C	6%	3%	3%	-21%	47%[activator]	-38	1%
20	CCn1c(SCc2ccc(C(=O)OC)o2)nnc1-c1c[nH]c2ccccc12	-6%	9%	-13%	-29%	-6%	9	-14%

# (cont.)
# Codes – A = TbPYK inhibitor; B = LmPK inh; C = Sm TGR inh; D = AmpC no deterg; E = AMA1 RON2 block; F = HCMV inh; G = AmpC detergent
26) Cc1ccccc1OCC(=O)Nc1ccc2c(c1)ncn2C
  A = 1%; B = /; C = 0%; D = -12%; E = -6%; F = 9; G = -5%
27) COc1ccccc1/C=C/c1nc(S(=O)(=O)c2ccccc2)c(N(C)C)o1
  A = 70%[activator]; B = 6%; C = 10µM*; D = -19%; E = -4%; F = 2; G = -12%
28) Nc1cc(=O)c2[nH]cnc2[nH]1
  A = -2%; B = /; C = /; D = /; E = -1%; F = 26; G = /
29) Cc1c(C)n(CCCN(C)C)c2ncnc(Nc3ccc(F)cc3)c12
  A = 6%; B = 0%; C = -9%; D = 33%; E = -12%; F = -27; G = -8%
30) O=C1NC(=O)C(=Cc2ccc(Sc3ccccc3)o2)C(=O)N1
  A = 40µM*; B = ?; C = 50µM*; D = -24%; E = -19%; F = 124; G = -2%
31) CCOC(=O)c1c(C)[nH]c(C(=O)NCc2ccccn2)c1C
  A = -6%; B = /; C = 0%; D = -5%; E = -9%; F = -6; G = -12%
32) CCC1CCCCN1C(=O)CSc1nc2c([nH]c3ccccc32)c(=O)n1-c1ccc(OC)cc1 (stereo not given)
  A = 1%; B = /; C = -5%; D = /; E = /; F = -13; G = 7%
33) COc1cccc(C(=O)Nc2nnc(S(=O)(=O)N3CCCCC3)s2)c1
  A = 2%; B = -2%; C = 3%; D = ?; E = 0%; F = 16; G = ?
34) COc1ccccc1C1CCN(C(=O)c2cccs2)CC1
  A = 1%; B = 0%; C = 0%; D = -16%; E = -15%; F = 28; G = -6%
35) Nc1ccc(C(=O)NN2C(=O)[C@H](Cl)C2c2ccc(Cl)cc2)cc1 (stereo not given in full)
  A = -8%; B = /; C = /; D = /; E = 6%; F = -7; G = /

# From PubChem BioAssay
